From PubChem BioAssay
MT stabilize HCS = microtubule stabilizers in HeLa cells, primary screen, imaging, high-content imaging | HeLa tubulin immunostaining HCS, 24 h; share of cells brighter than vehicle mean+2SD | % tubulin-high responders, % at 10 µM | 0.83% of 200,000 active | AID 2205, 2009;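 active = plate Z-score above 3 for both tubulin-high and condensed-nucleus cell shares, with cell loss under 80%, at 10 µM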;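 also: anti alpha tubulin signal scored within the nucleus-defined area of each cell; some results filed as inactive read as strong as hits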
bCat nuc transl = modulators of beta-catenin nuclear translocation, primary screen, imaging, HeLa cells, immunofluorescence, high-content. nuclear translocation activity, % at 5 µM. 0.3% of 190,000 active;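 active = nuclear translocation activity above 50% at 5 µM, with a well cell count of 50 or more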;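 also: per-cell ratio of nuclear to cytoplasmic median beta-catenin stain intensity; plate controls were DMSO negative control for no effect and GSK-3 inhibitor IX positive control for full effect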
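System: HeLa cells, endogenous beta-catenin; compound dosing: 5 µM primary single dose, 0.1% DMSO, 0.02–20 µM confirmation series; incubation: 24 h compound exposure at 37°C, 5% CO2; signal: beta-catenin immunofluorescence imaging with DAPI; evaluation: % activation, nuclear-to-cytoplasmic median beta-catenin signal ratio per cell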
Ins promoter up = insulin promoter activators in MIN6 cells, imaging, high-content screening, mouse beta cells; MIN6 insulin promoter-GFP reporter; stronger effect = higher value; z-score at 5 µM; 0.3% of 190,000 active;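 active = z-score above 3 at 5 µM with at least 500 cells counted in the well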
Dynein cargo inh = inhibitors of GR-EGFP nuclear translocation, primary screen, dynein cargo transport inhibitor project, imaging, high-content, 3617.4 mouse cells. test concentration mostly 20 µM; stimulated with dexamethasone, 1 µM; stronger effect = lower value. z-score, hits read low. 0.47% of 220,000 active. AID 1381, 2008;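 active = plate z-score of nuclear minus cytoplasmic receptor signal below a set negative limit, without overly bright fluorescence or cell loss, cut at about -3.5 in these data, passing the limit was not always enough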;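 also: z-score of nuclear minus cytoplasmic ring GR-EGFP intensity difference per well; some compounds called inactive have numbers as strong as hits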
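Buffer or medium: tet-free medium with charcoal-stripped serum / Also added: dexamethasone agonist, 1.0 µM final, for 30 min / Timing: induction 48 h, compound 1 h, agonist 30 min / Measured by: high-content fluorescence imaging after fixation / Read-out: nuclear-to-cytoplasmic GR-EGFP distribution per well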
CSM14.1 death rescue = rescue of cells from ER stress-induced death, primary screen, 384-well, CSM14.1, thapsigargin, ATP luminescence (AID 1222) | CSM14.1 thapsigargin-induced death rescue, ATP luminescence; higher % means a stronger effect | 190,000 tested, under 10 active | one-dose cellular ATP content (survival), % at 20 µM; EC50 in µM for titrated hits;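 active = EC50 below 50 µM in the dose-response confirmation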;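 also: death triggered by thapsigargin at about 15 µM added after 2 h compound pretreatment; cell ATP read after overnight thapsigargin exposure of roughly 18 to 22 hours; normalized against plate controls of thapsigargin alone and 5% DMSO vehicle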
Autophagy HCS = autophagy modulators in MEF cells, primary screen, imaging, high-content, MEF GFP-LC3; MEF GFP-LC3 puncta imaging; test concentration mostly 10 µM; calls only at 10 µM (by protocol); 0.98% of 190,000 active;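 active = percentage of spot-positive cells more than 3 SD above its plate mean, without a fluorescence outlier flag or 80% toxicity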;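 also: spot-positive cell cutoff set from DMSO-treated cells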
Hep lipid drop = inhibitors of hepatocyte lipid droplet formation, primary screen, imaging, high-throughput imaging, BODIPY stain | AML12 mouse hepatocytes, oleate lipid droplets | inhibition, % at 6.5 µM | 0.4% of 240,000 active | AID 1656, 2009;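 active = lipid droplet intensity inhibited by at least 50%, with more than 500 cells counted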
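Technique: fluorescence imaging, 20x objective, two fields per well / Assay system: AML12 hepatocytes (mouse) / Measure: % inhibition of lipid droplet signal / Doses: 6.5 µM single-point dosing / Incubation: overnight exposure / Reagent: 100 µM oleic acid challenge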
XIAP antagonists = XIAP antagonists, biochemical, IAP family, fluorescence polarization (AID 1018); E3 ubiquitin-protein ligase XIAP (Homo sapiens); XIAP BIR domain, fluorescence polarization peptide displacement; higher % means a stronger effect; displacement, % at 20 µM, or IC50 in µM where a hit was titrated; 0.007% of 200,000 active; in the data active = displacement above about 50%; also: a part of the inactive calls stands beside numbers as strong as those of hits
WT yeast gro inh = growth inhibition of WT strain, primary screen, mitochondrial fusion inhibitor project, WT and mutant strains, chemical genetic | mitochondrial fusion phenotypic screen | 2.1% of 190,000 active | AID 1362, 2008 | inhibition, % at 10 µM; in the data active = inhibition above about 58%; tested in S. cerevisiae
WT yeast gro inh mutant strain = recorded beside WT yeast gro inh, whose call it bears; inhibition, %; mitochondrial fusion phenotypic screen, mutant strain inhibition
Dynein cargo inh cytoplasmic EGFP = further read-out of Dynein cargo inh, marked with its call; z-score; measured here: cytoplasmic GR-EGFP intensity; stronger effect = higher value
Dynein cargo inh nuclear GR-EGFP = also measured in Dynein cargo inh; calls as there; z-score; measured here: nuclear GR-EGFP intensity;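 lower value marks the stronger effect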
Dynein cargo inh cell count = further read-out of Dynein cargo inh, marked with its call; z-score; measured here: cell count per field
Ins promoter up cell count = second read-out of Ins promoter up, no call of its own (marks repeat the call); cell count; measured here: cytotoxicity, nuclei count;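 total cells summed across four imaged fields per well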
Hep lipid drop cells 6.5 µM = recorded beside Hep lipid drop, whose call it bears; cell count; measured here: cell count, cytotoxicity flag;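 cells counted across two imaged fields per well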
bCat nuc transl cell count 5 µM = second read-out of bCat nuc transl, no call of its own (marks repeat the call); cell count; measured here: cell count, cytotoxicity flag
MT stabilize HCS Hoechst-high % = recorded beside MT stabilize HCS, whose call it bears; % Hoechst-high responders; measured here: nuclear condensation Hoechst responders;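 share of cells brighter than vehicle mean plus two SD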
MT stabilize HCS cytotoxicity % = further read-out of MT stabilize HCS, marked with its call; toxicity, %; measured here: cytotoxicity by cell density;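 0% = mean cell density of plate MIN control wells and 100% = no cells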
Autophagy HCS cell loss 18 h = recorded beside Autophagy HCS, whose call it bears; toxicity, %; measured here: cell loss, nuclei count;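 cell loss after 18 h compound exposure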
Starred values were filed as active, the others as inactive; i = inactive; / = no result given.

SMILES	MT stabilize HCS	MT stabilize HCS Hoechst-high %	MT stabilize HCS cytotoxicity %	bCat nuc transl	bCat nuc transl cell count 5 µM	Ins promoter up	Ins promoter up cell count	Dynein cargo inh	Dynein cargo inh cytoplasmic EGFP	Dynein cargo inh nuclear GR-EGFP	Dynein cargo inh cell count	CSM14.1 death rescue	Autophagy HCS	Autophagy HCS cell loss 18 h	Hep lipid drop	Hep lipid drop cells 6.5 µM	XIAP antagonists	WT yeast gro inh	WT yeast gro inh mutant strain
O=C(Nc1cccc(Cl)c1)N1N=CCC1c1ccccc1 (stereo not drawn)	/	/	/	0.5	1359	0.1	1054	-0.82	-0.18	-0.11	1.3	/	/	/	-16	710	/	/	/
Cc1cc(S(=O)(=O)N(Cc2cccs2)Cc2ccccc2F)ccc1-n1cnnn1	3.1	3.3	11	-0.5	998	-0.2	2272	-0.71	-0.27	-0.73	0.71	0.9%	i	1	-7	601	-4.9%	14	17
N=C(N)N=Nc1c(O)[nH]c2ccc(Br)cc12	3.0	1.3	1.6	-4.2	1022	0.02	1362	1.3	-0.14	1.3	-1.4	-0.2%	i	18	0	657	-0.3%	0	5
O=C(c1ccccc1Sc1c(Cl)cccc1[N+](=O)[O-])N1CCOCC1	3.4	3.4	3.1	-1.0	512	-0.72	1333	-0.82	-0.31	-0.72	0.61	-0.1%	i	-10	-13	721	-5.3%	-2	-17
CCCOc1ccc(/C=N/Nc2ccccc2[N+](=O)[O-])c(OCCC)c1	1.2	1.6	14	-1.7	1083	0.8	1560	1.3	-0.24	0.8	-0.42	-0.5%	i	8	81*	704*	-3.3%	-3	-3
COC(=O)c1ccc(-c2csc(NC(=O)c3ccc(S(=O)(=O)N4CCc5ccccc5C4)cc3)n2)cc1	2.2	2.1	5.3	1.9	863	0.15	1155	0.057	-0.29	-0.34	0.13	-0.1%	i	16	-8	592	-17%	1	-31
Cc1ccc(-c2nc3cc(NS(=O)(=O)c4ccc(C)cc4)ccc3o2)cc1	1.2	1.2	3.4	/	/	-0.02	1025	-1.1	-0.46	-0.71	0.67	-1.5%	i	3	-3	712	-10%	73*	49*
O=C(N/N=C/C1CCCCC1)c1ccccn1	4.2	1.4	10	0.1	1229	1.3	1681	0.73	-0.22	0.66	0.81	-0.9%	i	2	/	/	-9.2%	5	-4
FC(F)(F)c1cc(-c2cccs2)nc(-n2cc(Cl)cn2)n1	1.8	1.7	7.4	/	/	-0.41	884	0.62	-0.15	0.17	0.1	-0.7%	i	-7	-2	710	-3.5%	7	-17
CCOC(=O)C1(Cc2ccccc2)CCCN(CCO)C1 (stereo not drawn)	1.1	1.6	7.8	-0.6	914	-0.96	1602	-0.83	-0.098	-0.27	1.3	-0.9%	i	-10	-13	662	1.6%	-17	-3
Cc1cc(NCCCN2CCOCC2)n2ncc(-c3ccc(Cl)cc3)c2n1	0.9	3.7	6.6	-3.1	1010	-0.13	963	-0.4	-0.12	0.031	1.1	0.1%	i	2	/	/	-3.1%	29	19
CCOc1ccc(CNC(=O)CCS(=O)(=O)Cc2cccc(Cl)c2)cc1OC	3.4	1.9	3.3	-2.7	571	/	/	-0.15	-0.3	-0.08	0.41	-0.3%	i	22	-16	735	-8.4%	8	-11
O=C(NN1C(=O)c2ccccc2NC1c1ccccn1)c1ccc(Br)cc1 (stereo not drawn)	2.7	2.3	5.1	/	/	/	/	-0.44	-0.22	-0.34	0.99	-0.2%	i	-30	/	/	-1.8%	27	28
COc1ccc(CCNC(=O)CCC(=O)Nc2ccc3nc(N4CCN(C)CC4)cc(C)c3c2)cc1OC	2.3	1.9	7.4	-3.0	1094	0.36	1324	0.46	-0.29	1.1	-1.4	-0.3%	i	1	5	715	2.3%	14	12
CC1(C(=O)NCc2ccc(Cl)c(Cl)c2)Oc2ccccc2NC1=O (stereo not drawn)	2.3	2.8	3.2	-1.2	1112	-0.99	1212	1.6	-0.17	1	-0.73	0.0%	i	5	/	/	-5.5%	5	-4
O=c1c2cc(NC(=S)NC3CCN(Cc4ccccc4)CC3)ccc2nc2n1CCCCC2	4.7	2.2	13	-1.6	1162	-0.04	1233	-0.73	0.22	-0.48	0.81	-0.7%	i	5	26	714	-6.0%	-6	9
CC(CSc1nc2ccccc2s1)Cn1c(N2CCCC2)nc2c1c(=O)[nH]c(=O)n2C (stereo not drawn)	5.5	1.8	3.2	-1.5	1126	-0.58	2042	1.4	-0.23	0.64	-0.24	-1.5%	i	6	0	475	-3.4%	18	13
N#C/C(=C/c1ccc(Br)s1)C(=O)NCCc1c[nH]c2ccccc12	4.8	3.2	0.1	-0.7	986	-0.51	1278	-0.66	-0.28	-0.6	0.68	-1.5%	i	9	-6	648	0.7%	2	4
CCOC(=O)Cc1csc(SCC(=O)NC2CCCCC2)n1	2.7	2.1	6.2	/	/	-0.37	976	0.69	-0.15	1.2	-2.1	-1.9%	i	-7	-14	607	0.3%	0	4
Cc1ccc(C(C)NC(=O)C2CCCO2)cc1C (stereo not drawn)	2.5	1.5	11	-0.6	1049	1.4	1501	0.18	0.016	0.34	0.52	-0.4%	i	4	-2	610	-7.8%	-7	-12
COc1ccc(-c2cc(C3CC3)nc3sc(C#N)c(N)c23)cc1	1.6	2.1	6.6	-1.1	1047	-0.49	1934	0.076	-0.21	-0.27	0.43	1.5%	i	12	20	638	-0.7%	8	19
CCn1c(SCC(=O)N2CCN(c3ccccc3F)CC2)nnc1-c1ccoc1C	5.7	2.8	5.7	-4.6	1129	0.99	1191	0.094	-0.17	0.065	0.61	-4.5%	i	16	-10	719	-8.8%	2	10
O=C(OCCCCN1C(=O)c2ccccc2C1=O)c1ccc(S(=O)(=O)N2CCCC2)cc1	3.9	1.7	4.9	-2.4	1099	0.61	1106	-0.75	-0.24	-0.04	0.98	4.8%	i	-1	/	/	-1.7%	9	2
COC(=O)c1cccc(S(=O)(=O)N(Cc2ccco2)Cc2cc3cc(OC)c(OC)cc3[nH]c2=O)c1	2.3	1.4	7.8	-6.5	1240	1.1	890	0.026	-0.3	-0.11	0.45	2.2%	i	-2	-1	752	-0.9%	13	13
NCCN=C1NS(=O)(=O)c2ccccc21	1.8	2.1	4.2	3.3	549	/	/	-0.11	0.31	-0.084	-0.27	-3.2%	i	-8	2	822	-7.5%	-24	21
CCOc1cc(C(=O)Nc2cc(C)ccc2C)ccc1OCC(=O)N1CCCCC1	1.7	3.0	5.8	-0.9	1123	-0.12	1548	-1.1	-0.15	-0.78	-0.35	-0.5%	i	16	-13	681	-7.3%	-5	10
CC1=C(C(=O)Nc2ccccc2)C(c2cccc([N+](=O)[O-])c2)Nc2nc3ccccc3n21 (stereo not drawn)	1.4	0.8	6.5	1.4	1201	-0.74	941	-0.47	-0.2	-0.14	0.23	-3.8%	i	3	-19	720	-3.8%	-12	-4
Oc1ccc(Cc2ccc(Cl)cc2)c(O)c1	/	/	/	-0.6	1142	-0.39	1415	-0.46	-0.25	-0.26	0.31	/	/	/	9	701	/	/	/
O=C(Nc1ncc([N+](=O)[O-])s1)c1cccc([N+](=O)[O-])c1	/	/	/	-0.7	1305	-0.89	884	-0.88	-0.23	-0.024	0.084	/	/	/	-5	668	/	/	/
COc1cccc(CNC(C)C(=O)Nc2ccc3c(c2)OCCO3)c1 (stereo not drawn)	1.4	1.9	2.0	-0.2	1120	-1.1	1239	0.26	-0.17	1	-1.1	0.4%	i	-8	8	677	-1.4%	-2	8
O=C(CSc1ncn[nH]1)Nc1nnc(-c2ccccc2)s1	2.7	3.9	6.2	/	/	2	840	-1.1	-0.21	-0.48	0.68	0.3%	i	8	/	/	-7.2%	-6	3
Cn1cccc1/C=N/n1c(-c2ccco2)n[nH]c1=S	3.4	2.6	9.0	0.2	1500	-0.36	1474	0.54	-0.31	0.56	-0.55	-0.4%	i	1	14	695	-5.1%	-13	13
C/C(=N\NC(=O)COc1ccc(C(C)(C)C)cc1)c1ccc(N2CCOCC2)cc1	1.2	1.9	6.8	-2.9	486	0.12	1071	-0.58	-0.075	0.29	-1.2	0.5%	i	3	-21	640	3.2%	29	8
CCCn1nc2cc(C(=O)NC3CCc4ccccc43)ccc2c1OCC (stereo not drawn)	1.3	1.7	10	2.8	1106	-1.1	1926	0.35	-0.096	0.78	0.3	-1.1%	i	-33	-3	649	-9.0%	15	20
